RSV antiviral HEp-2: RSV antiviral activity via CPE protection, HEp-2 cells, primary 10 µM value included (AID 2391). hit rate 0.13% among 310,000. CPE inhibition, % at 10 µM; hits with a dose series show IC50 in µM. HEp-2 cells, RSV-induced CPE inhibition; higher % means a stronger effect; in the data active means a potency from the dose series; inconclusive means CPE inhibition mostly from about 23% at the one dose, without a potency; inactive means the rest, 99 in 100 with CPE inhibition below about 21%; further: strong numbers were not always called active
human PMI inhibition: inhibitors of human PMI, primary screen, biochemical, fluorescence intensity, coupled assay (AID 1209). purified PMI enzyme, coupled fluorescence intensity; higher % means a stronger effect. hit rate 0.42% among 190,000. inhibition, % at 20 µM; hits with a dose series show IC50 in µM;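 further: plate controls were DMSO vehicle for no effect and wells lacking substrate for full effect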
UTI89 phage lysis: protection from phage-mediated lysis, alamar blue read-out – E. coli UTI89, K1F phage, bacterial capsule biogenesis inhibitors (AID 488966). E. coli UTI89 K1F phage lysis, alamar blue, 2 h; higher % means a stronger effect. inhibition, % at 100 µM; hits with a dose series show IC50 in µM. hit rate 0.02% among 340,000;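 active means phage lysis inhibition, versus mean bacterial control, above a set limit; inconclusive means no clear call, values can overlap the other calls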;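 further: capsule biogenesis inhibitors block K1F phage lysis so surviving cells raise fluorescence; higher fluorescence means more inhibition of phage lysis; actives were called in the ten point dose series up to 300 µM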
T cell HTS: modulates CD8 T cell binding to vesicles; 2C CD8+ T cell-vesicle binding, flow cytometry; hits give low values; calls only at 7 µM; hit rate 0.068% among 330,000; AID 2052;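 active means response, share of CD8 T cells binding vesicles, and their 90th percentile fluorescence all below set limits, cut at about 80% in these data, passing the limit was not always enough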
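incubation = binding step 1.5 h, 37 °C, antibody labelling 20 min, ice | test system = 2C mouse CD8+ T cells | read-out basis = percent CD8+ FL2 mean versus row control | controls = Peptide-free naked vesicles (low) and QL9 vesicles with 0.7% DMSO vehicle (high) | detection = flow cytometry of vesicle-bound cells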
PMI inhibition: MPI inhibition at elevated mannose 6-phosphate – biochemical, fluorescence intensity, high mannose 6-phosphate, primary screen (AID 1220); recombinant PMI enzyme, coupled fluorescence intensity; higher % means a stronger effect; inhibition, % at 20 µM, or IC50 in µM where a hit was titrated; hit rate 0.66% among 190,000
West Nile antiviral: West Nile virus antiviral activity, cell-based, CPE readout (AID 1621); West Nile virus-infected cells, CPE inhibition; higher % means a stronger effect; hit rate 0.02% among 290,000; CPE inhibition, % at 10 µM, or IC50 in µM where a hit was titrated; in the data active means a potency from the dose series; inconclusive means CPE inhibition mostly from about 3.7% at the one dose, without a potency; inactive means the rest, 99 in 100 with CPE inhibition below about 2.2%; further: strong numbers were not always called active
TNAP activators: human TNAP enzyme activators, primary screen, biochemical, luminescent, no phosphate acceptor, uHTS (AID 1001); purified TNAP, luminescent activation assay, no phosphate acceptor; higher activation fold means a stronger effect; activation fold at 20 µM; hits with a dose series show EC50 in µM; hit rate 0.03% among 200,000; in the data active means activation fold from about 3, or a potency from the dose series; inactive means the rest, 99 in 100 with activation fold below about 1.6; further: many of its hits are not listed in these tables
P. falciparum M1AAP: P. falciparum M1AAP inhibitors, biochemical, fluorogenic H-Leu-NHMec substrate, 1536-well (AID 1445); recombinant M1AAP, H-Leu-NHMec fluorogenic kinetic assay; higher % means a stronger effect; inhibition, % at 30 µM, or IC50 in µM where a hit was titrated; hit rate 0.42% among 220,000;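 active means primary inhibition above the hit cutoff, then over 50% inhibition at one or more dose response concentrations, cut at about 23% in these data, passing the limit was not always enough; inconclusive means conflicting primary data, or primary hits not chosen for dose response; inactive means low primary inhibition, or under 50% at every dose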;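 further: plate controls were DMSO full reaction for no effect and no enzyme background for full effect; strong numbers were not always called active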
M17LAP inhibition: P. falciparum M17LAP inhibitors, primary screen, biochemical, fluorogenic H-Leu-NHMec substrate, 1536-well (AID 1619) | recombinant M17LAP, H-Leu-NHMec fluorogenic kinetic assay; higher % means a stronger effect | one-dose inhibition, % at 30 µM; IC50 in µM for titrated hits | hit rate 0.38% among 220,000;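 active means compound inhibiting the enzyme by more than half at any dose during confirmatory dose-response retesting; inconclusive means strong single-dose inhibitors picked by rank but not retested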;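 further: plate controls were full reaction with DMSO carrier for no effect and no enzyme background for full effect; strong numbers were not always called active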
T cell HTS vesicle-bound %: recorded beside T cell HTS, whose call it bears; double positive events, %; measured here: CD8+ vesicle-bound cell fraction;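 binding gate set so that unloaded-vesicle control wells show 10% double positive cells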
Numbers without * were called inactive; i = inactive; ? = inconclusive; nt = no result given; + = active, no number; & = joins results of further samples; [ ] = another dose, or the depositor's remark. Unless noted, no stated cut-off is given here; in the data, active means inhibition above about 50%; inactive means the rest.

Order of values: RSV antiviral HEp-2	human PMI inhibition	UTI89 phage lysis	T cell HTS	T cell HTS vesicle-bound %	PMI inhibition	West Nile antiviral	TNAP activators	P. falciparum M1AAP	M17LAP inhibition
Cn1c(SCC(=O)NCCc2ccccc2)nnc1C1CCCCC1
  1.7%	nt	0.2%	i	48	nt	-0.8%	nt	nt	nt
CCOC(=O)c1c(C)[nH]c(C)c1S(=O)(=O)N1CCN(c2ccc(F)cc2)CC1
  -0.8%	nt	-0.1%	i	48	nt	-0.8%	nt	nt	nt
O=C(Nc1nncs1)c1ccc(S(=O)(=O)c2ccccc2)cc1
  0.8%	-2%	0.8%	i	32	-1%	0.0%	1.1	-2%	-11%
CCc1ccc(C(c2c(C)nn(-c3ccccc3)c2N)c2c(C)nn(-c3ccccc3)c2N)cc1
  3.3%	28%	0.7%	i	44	11%	-1.2%	1.1	3%	-10%
O=C(O)CC(NC(=O)C12CC3CC(CC(C3)C1)C2)c1ccc(OC2CCCC2)cc1 (stereo not drawn)
  1.8%	-15%	-1.2%	i	56	-4%	-0.1%	1.1	14%	4%
CCn1c2ccccc2c2cc(NC(=O)COC(=O)c3cc(S(=O)(=O)N4CCCCC4)ccc3Cl)ccc21
  18%	-3%	4.8%	i	45	-11%	-0.6%	1.2	0%	-12%
CC1=C(C(=O)Nc2cccc([N+](=O)[O-])c2)C2(CCC(C)CC2)OC1=O (stereo not drawn)
  4.4%	-8%	0.1%	i	53	-10%	-0.7%	1	3%	24%
CCOC(=O)C1CCN(CC(O)COCc2ccc3c(c2)OCO3)CC1 (stereo not drawn)
  -0.3%	-4%	0.2%	i	45	1%	0.4%	1.2	-6%	-15%
CCOC(=O)c1cnc(-n2nc(C)cc2C)nc1NCCO
  3.0%	12%	-0.1%	i	42	16%	-0.6%	1.1	3%	-8%
O=C(CCc1ccccc1)Nc1nc2c(F)cc(F)cc2s1
  3.4%	nt	0.2%[50 µM]	i	56	nt	0.6%	nt	3%	0%
O=C(/C=C/c1cccc([N+](=O)[O-])c1)N1CCN(c2ccc(F)cc2)CC1
  ?	-7%	0.7%[50 µM]	i	19	-2%	-0.9%	1.1	15%	-3%
CCOc1ccc(NC(=O)c2ccc3c(c2)CCN3S(C)(=O)=O)cc1
  -0.9%	nt	-1.4%	i	32	nt	-1.8%	nt	nt	nt
COc1ccc(C(=S)N2CCN(c3ccccc3C)CC2)cc1
  3.3%	nt	0.2%	i	39	nt	0.0%	nt	-5%	0%
Cc1c(Br)c([N+](=O)[O-])nn1CC(=O)NCc1ccccc1
  0.9%	1%	0.0%	i	20	5%	-1.0%	1.1	0%	5%
CC(C)N(Cc1nc(-c2ccc(Cl)cc2)no1)C(=O)C(c1ccccc1)c1ccccc1
  20%	15%	9.2%	i	12	14%	-1.1%	1.1	2%	-6%
O=C1CC(N2CCN(C(c3ccccc3)c3ccccc3)CC2)C(=O)N1Cc1ccc(N2CCCC2=O)cc1 (stereo not drawn)
  0.8%	17%	-0.2%	i	18	10%	-1.1%	1.1	2%	-13%
Cc1ccccc1OCc1ccc(C(=O)N2CC(C)OC(C)C2)o1 (stereo not drawn)
  1.0%	nt	-0.2%	i	13	nt	-0.4%	nt	nt	nt
CC1=CC(=O)C=C(C)C1=NOC(=O)c1cccc([N+](=O)[O-])c1
  1.2%	5%	-0.7%	i	54	-3%	1.4%	1.1	3%	-5%
CC(C)Cn1cnc2c(c1=O)c1nc3ccccc3nc1n2Cc1ccc2c(c1)OCO2
  nt	6%	nt	nt	nt	3%	-0.3%	1	5%	-8%
CCc1ccc(NC(=O)N(C2CCCCC2)C(C)c2cccnc2)cc1 (stereo not drawn)
  -0.7%	-2%	2.0%	i	8	-3%	0.5%	1	5%	7%
Cc1c(Cl)cnc(NC(=O)CSc2nncs2)c1Cl
  21%	10%	3.2%	i	39	21%	-0.2%	1	-2%	26%
O=C(Cc1ccc(-c2ccccc2)cc1)NC1CCCC1
  0.3%	-5%	1.0%	i	60	-1%	-0.6%	1.1	-1%	4%
Cc1ccc(NC2=CC(=O)CC(C)(C)C2)c(N)c1
  2.9%	-20%	0.4%	i	39	23%	0.1%	1	2%	4%
Nc1cc(-c2ccc(Cl)cc2)nn1S(=O)(=O)c1ccc(Cl)cc1
  2.8%	19%	0.1%	i	32	10%	1.1%	1.1	0%	24%
CCCc1cc(=O)[nH]c(SCC(=O)N2CCOCC2)n1
  0.3%	nt	0.3%	i	13	nt	-0.6%	nt	nt	nt
CC(=O)Nc1ccc(NC(=O)CN(C)CCC#N)cc1
  1.6%	2%	0.3%	i	14	7%	-0.4%	1.1	4%	2%
CCC(C)NCC(O)(c1ccc(Cl)cc1)c1ccc(Cl)cc1 (stereo not drawn)
  0.1%	-5%	1.4%	i	58	4%	-1.2%	1	-4%	-1%
O=C(c1cnsn1)N1CCN(c2ccccn2)CC1
  -0.5%	0%	3.0%	i	12	-7%	0.1%	1.1	-5%	-4%
N#Cc1cn(N2CCCCC2)c(=O)[nH]c1=O
  0.5%	nt	0.1%	i	20	nt	-0.5%	nt	nt	nt
COCCN1CCn2c(nc3cc(NC(C)=O)ccc32)C1
  2.0%	nt	-0.9%[50 µM]	i	26	nt	-0.2%	nt	nt	nt
CC1=C(C(=O)Nc2ccc(Cl)cc2)C(c2ccncc2)C(C#N)=C(SCC(N)=O)N1 (stereo not drawn)
  2.2%	-25%	0.0%	i	15	-43%	3.1%	1	1%	12%
CCc1c(C)[nH]n(-c2ccc(Oc3ccccc3)c(S(=O)(=O)O)c2)c1=O
  1.7%	-56%	-0.4%	i	23	-75%	0.7%	1	7%	i
Cc1cc(Cl)c(OCCCSc2nc(C)cc(=O)[nH]2)c(Br)c1
  0.3%	5%	5.1%	+	3.6*	9%	-1.3%	1.1	0%	-2%
O=C(NNC(=O)c1ccc([N+](=O)[O-])cc1)c1ccncc1
  1.0%	2%	0.2%	i	9	-2%	-0.1%	0.9	6%	4%
Fc1ccc(OCc2nnc(SCCN3CCOCC3)o2)cc1
  0.6%	1%	2.1%	i	6	2%	-0.1%	1.1	10%	0%
CC1CCN(c2ccc([N+](=O)[O-])cc2C(=O)N2CCOCC2)CC1
  1.3%	nt	-0.2%	i	4	nt	-0.2%	nt	nt	nt
COc1ccccc1-c1nnc(SCC(=O)O)n1-c1ccc(C)cc1
  1.5%	nt	2.6%	i	21	nt	0.2%	1	-2%	11%
O=C(Nc1ccc(N2CCN(C(=O)c3cccs3)CC2)c(Cl)c1)c1ccco1
  2.7%	4%	0.9%	i	20	14%	-0.9%	1.1	6%	-4%
COc1ccc(N(C)C(=O)c2onc3c2CCCC3)cc1
  0.6%	-11%	3.8%	i	6	-10%	0.1%	1	-13%	-5%
COc1ccccc1CN1CCN(C(=O)c2ccncc2)CC1
  1.3%	1%	-0.2%	i	12	-2%	nt	1.2	-1%	15%
CCOC(=O)c1c(C)n(C)c2c(C)cc(O)c(OC(C)=O)c12
  -0.1%	6%	0.3%	i	18	8%	-0.1%	1.1	9%	1%
Cn1c(=O)c(=O)n(C)c2cc(S(=O)(=O)N3CCOCC3)ccc21
  -1.5%	2%	0.0%	i	44	11%	-0.3%	1	4%	10%
CCOC(=O)c1cnc(SCC)[nH]c1=O
  0.7%	2%	13%	i	36	5%	0.6%&0.5%	1.1	14%&0%	-8%&8%
COc1ccc(Cl)cc1C(=O)NNC(=O)CSc1nnc2ccccn12
  0.5%	-9%	0.5%	i	29	-7%	0.0%	1.2	-3%	-5%
COc1cccc(CNc2nc3nc(C)cc(=O)n3[nH]2)c1
  1.3%	-2%	0.2%	i	52	2%	0.4%	1.1	10%	-4%
COc1ccc(S(=O)(=O)N2CCN(CC(=O)Nc3ccccc3Cl)CC2)cc1
  -0.2%	nt	-0.6%[50 µM]	i	25	nt	-0.7%	nt	nt	nt
COc1ccc(NS(=O)(=O)c2ccc3nc(COc4ccc5ccccc5c4)[nH]c3c2)cc1
  ?	2%	-0.5%	i	46	0%	?	1.6	7%	-3%
CCOC(=O)c1sc(NC(=O)C(CC)Sc2nnc3c4ccccc4n(C(C)C)c3n2)nc1C (stereo not drawn)
  nt	9%	0.3%	nt	nt	6%	0.8%	1.1	3%	4%
Cc1ccc(-n2c(SCC(=O)Nc3ccc(N4CCOCC4)cc3)nc3ccccc3c2=O)cc1
  3.6%	16%	1.5%[50 µM]	i	50	7%	12%	1.1	-2%	6%
CC(C)Cn1c(N)c(C(=O)CSc2ccc3c(c2)OCCO3)c(=O)n(C)c1=O
  2.3%	16%	0.6%	i	9	11%	-1.0%	1.1	2%	-5%
CC(C)OC(=O)/C(=C/c1ccco1)c1ccccc1
  1.4%	nt	-0.8%	i	17	nt	0.1%	nt	11%	5%
COc1cc(OC)c2c(-c3ccccc3)cc(=O)oc2c1C(CCN1CCCCC1)c1ccc2c(c1)OCO2 (stereo not drawn)
  0.2%	nt	0.5%	nt	nt	nt	-1.9%	nt	4%	-7%
Cc1nn(C)c(C(=O)NNC(=S)NC2CCCCC2)c1Br
  0.1%	2%	0.2%	i	4	1%	0.8%	2.7	-9%	-1%
NC(=O)c1ccccc1NC(=O)CS(=O)(=O)Cc1ccccc1
  1.9%	-2%	3.5%	i	45	-10%	0.2%	1	4%	5%
Cc1ccc(OCCC(=O)Nc2ccc(F)c(F)c2)cc1
  2.5%	6%	2.4%	i	34	8%	0.2%	1	7%	7%
CCCCCCOc1ccc(/C(N)=N/O)cc1
  -1.1%	5%	-0.4%	i	53	3%	-0.5%	1.1	6%	-10%
CNC(=O)c1c(O)c2cccc3c2n(c1=O)CCC3
  22%	nt	1.2%	i	56	nt	-0.5%	nt	nt	nt
COc1ccccc1/C=C/C(=O)OCCN1CCOCC1
  1.2%	-3%	5.6%	i	10	-10%	-0.4%	1.1	6%	-2%
COc1ccc(C(C(=O)NC(C)(C)C)N(C(=O)CCC(=O)Nc2cc(C)on2)c2cc(C)cc(C)c2)cc1 (stereo not drawn)
  2.6%	nt	0.1%	i	39	nt	0.8%	nt	nt	nt
OCCCNCc1ccc(N(c2ccccc2)c2ccccc2)cc1
  0.5%	nt	0.6%	i	31	nt	-0.3%	nt	nt	nt

Screening results deposited in PubChem BioAssay by several laboratories.

This is a random part of the collection. Share with any hit: about 1.5%.
